PP5 inh: inhibitors of human protein phosphatase 5 (PP5); purified PP5c, OMFP substrate fluorescence; AID 1987; inhibition, % at 6.7 µM; P53041; 0.18% of 320,000 active;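 active means inhibition above the campaign's mean inhibition across all tested compounds plus 3 SD, cut at about 9.5% in these data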;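 further: 0% = DMSO only and 100% = 100 µM cantharidin control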
proCasp7 act: activates human procaspase-7, counter-screen for procaspase-3 activators. P55210. activation, % at 8.5 µM. recombinant procaspase-7, Ac-DEVD-pNA absorbance 405 nm; D23A/D198A/D206A triple mutant, cannot self-cleave; scale: DMSO 0, 5 µM enzyme 100. 0.093% of 330,000 active. AID 463210;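 active means percent activation above the screen-wide mean plus 3 SD, cut at about 25% in these data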
Target sequence (P55210 whole entry D23A/D198A/D206A): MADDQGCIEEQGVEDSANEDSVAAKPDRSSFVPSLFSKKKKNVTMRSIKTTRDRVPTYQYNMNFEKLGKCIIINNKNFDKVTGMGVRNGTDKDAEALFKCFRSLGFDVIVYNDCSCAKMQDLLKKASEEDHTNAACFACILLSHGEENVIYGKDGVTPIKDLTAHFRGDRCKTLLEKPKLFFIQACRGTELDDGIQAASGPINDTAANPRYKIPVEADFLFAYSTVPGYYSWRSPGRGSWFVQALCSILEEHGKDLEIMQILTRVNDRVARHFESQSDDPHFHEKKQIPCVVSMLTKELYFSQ
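Replicates: singlicate. Assay system: Procaspase-7 triple mutant (PC-7 D3A). Signal: 405 nm absorbance of p-nitroaniline. Times: 1 h preincubation, 2 h reaction. Buffer or medium: Zinc-free HEPES pH 7.4 with 300 mM NaCl, 0.01% Triton X-100. Also added: DEVD-pNA substrate. Benchmarks: DMSO wells as 0%, DMSO with 5 µM added PC-7 as 100%.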
PP1 counter: PP1-alpha (human) inhibition in PP5 counter-screen; purified PP1alpha, OMFP fluorescence; inhibition, % at 6.7 µM; 0.9% of 320,000 active; AID 2235;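 active means inhibition above the mean inhibition of all tested compounds plus 3 SD, computed separately for each screening campaign, cut at about 15% in these data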
Target sequence (P62136 whole entry, looked up): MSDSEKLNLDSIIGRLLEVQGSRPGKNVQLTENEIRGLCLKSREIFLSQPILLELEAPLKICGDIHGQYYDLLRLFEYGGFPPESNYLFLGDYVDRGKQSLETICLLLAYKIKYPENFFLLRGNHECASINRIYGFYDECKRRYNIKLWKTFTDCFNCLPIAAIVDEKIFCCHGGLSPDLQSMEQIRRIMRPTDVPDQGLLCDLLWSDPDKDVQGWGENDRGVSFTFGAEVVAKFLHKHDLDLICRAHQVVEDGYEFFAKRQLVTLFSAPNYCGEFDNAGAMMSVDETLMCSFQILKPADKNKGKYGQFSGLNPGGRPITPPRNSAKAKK
TPT1 inh: blocks Candida albicans tRNA 2'-phosphotransferase. inhibition, % at 5 µM. 0.81% of 300,000 active. recombinant caTPT1, FP RNA substrate dephosphorylation;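 active means inhibition above the mean of all tested compounds plus 3 SD, set per screening campaign, cut at about 24% in these data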;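 further: plate controls were DMSO alone for no effect and ferristatin control at 100 nM for full effect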
Fh CTSL1 inh: blocks F. hepatica cathepsin L1 in PFM18AAP counter-screen | recombinant F. hepatica cathepsin L1, Z-Leu-Arg-MCA fluorescence | inhibition, % at 5.96 µM | 0.49% of 300,000 active;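 active means inhibition above the mean of all tested compounds plus 3 SD, set per screening campaign, cut at about 17% in these data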;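 further: 0% = plate median of test compound wells and 100% = 1 µM Z-Phe-Ala-diazomethylketone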
GASC-1 inh: blocks human GASC-1 demethylase activity. Q9H3R0. GST-JMJD2C(1-420) H3K9me3 demethylation, DELFIA europium. inhibition, % at 2.35 µM. 0.069% of 330,000 active. AID 2099;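 active means more than half of a compound's replicate wells show inhibition beyond 50%, single wells judged on their own value; inconclusive means some, but no more than half, of replicates pass 50% inhibition; inactive means no replicate passes 50% inhibition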;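 further: signal counts dimethyl H3K9 product captured on neutravidin plate; 0% = median of DMSO wells and 100% = 0.3 times that DMSO median; strong numbers were not always called active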
Target sequence (Q9H3R0 1-420 limits assumed): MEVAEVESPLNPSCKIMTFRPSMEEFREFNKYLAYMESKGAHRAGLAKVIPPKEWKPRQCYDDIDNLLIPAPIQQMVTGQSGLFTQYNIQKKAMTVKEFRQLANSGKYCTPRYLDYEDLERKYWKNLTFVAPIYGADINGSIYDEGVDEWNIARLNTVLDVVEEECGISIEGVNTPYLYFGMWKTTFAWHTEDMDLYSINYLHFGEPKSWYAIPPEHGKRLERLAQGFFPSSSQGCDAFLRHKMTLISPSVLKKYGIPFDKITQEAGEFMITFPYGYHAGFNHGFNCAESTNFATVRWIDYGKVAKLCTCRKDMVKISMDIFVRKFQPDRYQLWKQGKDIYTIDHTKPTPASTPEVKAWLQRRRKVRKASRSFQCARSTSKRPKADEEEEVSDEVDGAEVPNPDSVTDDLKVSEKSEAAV
proCasp3 act: activators of human procaspase-3 | P42574 | recombinant procaspase-3 D3A, Ac-DEVD-pNA absorbance 405 nm | activation, % at 8.5 µM | 0.11% of 330,000 active;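 active means activation above the mean of all tested compounds plus 3 SD, cut at about 21% in these data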;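 further: 0% = DMSO alone and 100% = DMSO wells spiked with extra 5 µM PC-3 D3A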
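Assay system: Autoprocessing-dead procaspase-3 D3A mutant enzyme; also added: Ac-DEVD-pNA; doses: one concentration, 8.5 µM nominal, 0.8% DMSO; times: 1 h compound preincubation, 2 h substrate hydrolysis at 25 °C; technique: 405 nm absorbance of p-nitroaniline, reads at 0 and 120 min; measure: % activation between DMSO and enzyme-spiked controls; repeats: single replicate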
Efflux pump inh: inhibitors of Candida antifungal efflux pumps expressed in yeast | S. cerevisiae Candida pump triplex, Nile Red efflux | inhibition, % at 10 µM | 0.44% of 330,000 active;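 active means plate passing quality check with inhibition over a set limit, or well fluorescence over plate mean plus 4 SD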;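 further: Nile Red retained in pooled yeast measured as flow cytometry median fluorescence; 0% = buffer negative control and 100% = Enniatin B positive control; higher means more Nile Red kept so more efflux inhibition; some compounds called inactive have numbers as strong as hits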
core dimer inh: blocks dimerization of HCV core protein; TR-FRET GST/Flag-core106 dimerization, 1536-well; inhibition, % at 5 µM; 0.33% of 300,000 active;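 active means inhibition above the mean of all tested compounds plus 3 SD, set per screening campaign, cut at about 45% in these data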
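Assay system: GST-tagged and Flag-tagged HCV core protein residues 1-106 / Times: compound-protein-antibody incubation 4 h at 22.5 °C / Signal: time-resolved FRET, ex 340 nm, em 617 and 671 nm / Evaluation: % inhibition based on acceptor/donor emission ratio / Benchmarks: wells lacking GST-core106 and wells with excess unlabelled core106 / Repeats: singlicate, one well per compound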
An asterisk follows results filed as active; ? = inconclusive; . = not tested or not shown.

Fields – TPT1 inh	GASC-1 inh	proCasp7 act	PP5 inh	Fh CTSL1 inh	Efflux pump inh	proCasp3 act	PP1 counter	core dimer inh
CC(C)(C)C(=O)Nc1ccc(S(=O)(=O)N2CC3CC(C2)c2cccc(=O)n2C3)cc1 (centres undefined)
  -1.6	-4.4	6.2	2.0	-3.8	0.0	3.0	-3.5	-3.0
Cc1nc2cc([N+](=O)[O-])ccc2c(=O)n1-c1cccc(Br)c1
  -7.3	-3.4	7.1	0.5	-2.9	-0.1	-1.0	-1.7	-2.2
CCN(CC)CC(O)c1ccc(C2CCCC2)cc1 (centres undefined)
  -5.8	-1.0	-5.0	-0.3	-1.8	0.0	-6.3	-0.4	-4.6
O=C(C1CCC(=O)N1Cc1ccc(F)cc1)N1CCC2(CC1)OCCO2 (centres undefined)
  -0.1	2.7	10.4	3.3	-1.6	0.0	4.8	-4.5	-0.9
COC(=O)C1=C(c2cc3ccccc3s2)C[C@@H]2CC[C@H]1N2C(=O)N1CCC(C)CC1
  0.3	-1.7	-7.5	2.6	-1.6	0.0	8.6	4.0	10.3
CCc1nnc(NS(=O)(=O)c2ccc(N=Cc3c(O)n(-c4ccc(Cl)cc4)c(=O)[nH]c3=O)cc2)s1
  40.3*	-20.0	-13.6	1.4	2.5	0.0	-11.9	3.4	-0.8
COC(=O)C1=C(c2ccccc2OCc2ccccc2)C[C@@H]2CC[C@H]1N2C(=O)NCCOc1ccccc1
  .	-3.6	-6.6	5.9	.	-0.1	4.1	9.7	.
COc1cccc(Oc2coc3cc(OC(=O)N(C)C)ccc3c2=O)c1
  3.5	-4.9	6.5	0.4	0.5	0.0	-6.0	-4.4	2.5
COC(=O)C1=C(c2cccc(OCc3ccccc3)c2)C[C@@H]2CC[C@H]1N2C(=O)NCc1cccc(F)c1
  .	-3.6	-4.8	4.3	.	0.3	-4.7	1.0	.
N#CC(C#N)=NNc1ccc(-n2ccc(C(F)(F)F)n2)cc1
  3.6	7.8	-21.5	3.6	6.7	0.2	-12.0	6.0	-0.2
Cc1c(N=Cc2c(O)n(Cc3ccco3)c(=O)[nH]c2=O)c(=O)n(-c2ccccc2)n1C
  22.3	0.2	14.5	-0.5	5.8	0.3	-10.4	-1.5	0.1
C/C=C1/C[C@@H](C)[C@](O)(CO)C(=O)OCC2=CCN3CC[C@@H](OC1=O)[C@@H]23
  -0.6	.	-3.1	0.8	-1.7	-0.1	6.9	-0.9	-7.4
CN(C)C(=Nc1ccccc1)P(=S)(N(C)C)N(C)C
  -0.7	-2.2	-1.2	0.6	-2.1	0.1	0.0	-2.7	0.7
Cn1cc(C(=O)NP(=O)(N2CCOCC2)N2CCOCC2)c2ccccc21
  1.1	-23.4	4.4	2.6	-0.4	-0.2	-1.8	3.1	-8.8
CC(C)CC(NC(=O)C1CCCCC1)C(=O)N1CCC2(CC1)OCCO2 (centres undefined)
  -1.9	10.5	-5.8	0.6	1.1	0.0	4.2	-4.1	0.8
CCOC(=O)c1ccc(N=C(c2ccccc2)c2c(O)n(C)c(=O)n(C)c2=O)cc1
  -1.0	11.6	3.1	0.1	-0.4	0.0	6.1	-0.4	0.9
O=c1c2ccccc2nc(/C=C/c2ccccc2)n1-c1ccccc1O
  -2.3	-6.2	-0.7	6.1	4.3	0.5	-5.0	1.6	4.6
Cc1cc(C)cc(OCCOc2cccc(C=C3C(=O)NC(=O)NC3=O)c2)c1
  -4.0	67.7*	-15.5	-0.6	0.4	-0.1	-7.4	3.4	22.5
NC(=O)c1ccc(C(=O)Nc2ccc([As](=O)(O)O)cc2)cc1
  2.4	6.2	1.8	-2.6	1.7	-0.1	-2.7	-1.7	2.0
Cc1ccccc1-n1c(O)c(C=Nc2ccc3c(c2)OCO3)c(=O)[nH]c1=O
  4.1	11.3	-13.2	2.0	3.9	0.3	-2.9	5.3	-3.4

5 structures already listed, ordered by number of heavy atoms, rising:
Fields – TPT1 inh	GASC-1 inh	proCasp7 act	PP5 inh	Fh CTSL1 inh	Efflux pump inh	proCasp3 act	PP1 counter	core dimer inh
Cc1nc2cc([N+](=O)[O-])ccc2c(=O)n1-c1cccc(Br)c1
  -7.3	-3.4	7.1	0.5	-2.9	-0.1	-1.0	-1.7	-2.2
Cc1ccccc1-n1c(O)c(C=Nc2ccc3c(c2)OCO3)c(=O)[nH]c1=O
  4.1	11.3	-13.2	2.0	3.9	0.3	-2.9	5.3	-3.4
COC(=O)C1=C(c2cc3ccccc3s2)C[C@@H]2CC[C@H]1N2C(=O)N1CCC(C)CC1
  0.3	-1.7	-7.5	2.6	-1.6	0.0	8.6	4.0	10.3
CCc1nnc(NS(=O)(=O)c2ccc(N=Cc3c(O)n(-c4ccc(Cl)cc4)c(=O)[nH]c3=O)cc2)s1
  40.3*	-20.0	-13.6	1.4	2.5	0.0	-11.9	3.4	-0.8
COC(=O)C1=C(c2cccc(OCc3ccccc3)c2)C[C@@H]2CC[C@H]1N2C(=O)NCc1cccc(F)c1
  .	-3.6	-4.8	4.3	.	0.3	-4.7	1.0	.

Other results.
Fields – TPT1 inh	GASC-1 inh	proCasp7 act	PP5 inh	Fh CTSL1 inh	Efflux pump inh	proCasp3 act	PP1 counter	core dimer inh
C=CCn1c(=O)c(C=Nc2cccnc2Cl)c(O)n(CCCC)c1=O
  43.5*	-3.8	0.0	3.9	0.4	-0.1	7.7	-2.6	-10.3
CCOc1cc(C2NCc3ccccc3-n3cccc32)ccc1OC (centres undefined)
  1.9	-0.3	20.4	1.8	0.4	-0.2	0.8	-3.1	-0.7
COc1ccc(CCn2c(O)c(C=NC3CC3)c(=O)[nH]c2=O)cc1OC
  -0.8	1.1	5.9	0.5	-1.0	0.0	-4.0	-1.9	-9.5
O=c1[nH]c(O)c(N=Nc2ccc(SC(F)F)cc2)c(=O)[nH]1
  2.5	0.3	-7.3	2.9	-1.0	0.0	1.0	0.2	-3.0
COc1ccc(CNCC(=O)N2CCC3(CC2)OCCO3)cc1
  -0.8	0.1	6.7	0.9	3.2	-0.1	-5.2	-0.7	3.1
O=C(c1ccc(N2CCCCCC2)c([N+](=O)[O-])c1)N1CCC2(CC1)OCCO2
  -1.4	6.6	-8.1	1.8	4.0	0.3	-5.6	0.2	-1.5
CCC(C)(C)n1nnnc1CN1CCC(n2c(C)nc3cc(C(F)(F)F)ccc32)CC1
  -1.9	-3.6	0.1	3.1	8.7	0.0	0.3	0.9	-10.1
CCOc1ccc(CNCCc2ccc3c(c2)OCO3)cc1
  -0.1	7.1	5.1	1.0	2.7	-0.2	2.1	-0.8	-6.9
COc1ccc(C(=O)C2CCCN(Cc3cccc(C)n3)C2)c(OC)c1 (centres undefined)
  0.4	20.3	6.8	-0.5	-0.1	0.0	4.8	-2.2	-3.4
COC(=O)CSC1=NN1c1cc(C)nc(N)n1
  -3.2	-1.3	4.3	-2.6	-1.5	-0.3	-0.4	0.7	0.2
CCN1/C(=C\C=C\C2=[N+](CC)c3ccccc3C2(C)C)C(C)(C)c2ccccc21
  -202.9	-13.2	6.4	5.8	1.7	3.2*	4.5	5.6	8.0
CCOCCCn1c(N)c(C(=O)Nc2sc3c(c2C(=O)OC)CCCC3)c2nc3ccccc3nc21
  3.6	?	3.9	1.8	-0.2	-0.1	-5.0	-0.6	-2.4
O=P(/C(=N/O)N1CCOCC1)(N1CCOCC1)N1CCOCC1
  -4.1	0.9	-1.7	4.4	1.6	-0.1	1.2	6.0	-2.4
C[C@]12CCC3[C@@H](CCC4=CC(=O)CC[C@@]43C=O)C1CCC2=O (some centres undefined)
  -0.6	33.6	-11.4	-4.7	-11.4	0.3	-3.7	-8.3	-12.6
CCC(=NCc1cc(OC)cc(OC)c1)c1c(O)n(C)c(=O)n(C)c1=O
  -0.6	-14.7	10.5	1.1	5.0	0.2	-11.1	-0.2	-0.4
COc1ccc(C(C)=O)cc1CC(C(=O)c1ccc(Br)cc1)N(C)C (centres undefined)
  -3.3	0.4	8.7	0.5	0.6	-0.2	6.5	0.0	6.9
COC12C(COC(N)=O)C3=C(C(=O)C(C)=C(N)C3=O)N1CC1C2N1C (centres undefined)
  -0.6	-1.3	3.9	-1.7	2.4	0.0	4.5	-8.9	-15.1
CCOC(=O)c1cc(C)sc1/N=C/C1C(=O)NC(=S)NC1=O
  13.2	6.8	-16.5	0.0	-0.3	0.2	-8.5	-4.9	1.2
Clc1ccc(OCC#CCN2CCCCCC2)cc1
  6.8	-5.1	-2.4	0.5	0.6	0.3	-8.7	-0.2	-8.4
CC(C)Oc1cc(-n2c(=S)[nH]c3ccccc3c2=O)c(Cl)cc1Cl
  1.6	-7.6	7.4	6.3	0.6	-0.2	0.7	3.9	7.8

Later entries
Fields – TPT1 inh	GASC-1 inh	proCasp7 act	PP5 inh	Fh CTSL1 inh	Efflux pump inh	proCasp3 act	PP1 counter	core dimer inh
O=C(O)c1[nH]c(=O)[nH]c(=O)c1F
  0.5	-11.3	1.6	1.9	-3.4	0.1	3.1	0.8	1.6
CN(C(=O)Cc1ccc2c(c1)OCO2)C1CCCN(Cc2ccccc2F)C1 (centres undefined)
  -1.7	2.4	3.3	1.9	0.5	0.0	2.6	1.6	-7.9
Cc1ccc2c(c1)C1CN(C)CCC1N2C(=O)Cc1cccs1 (centres undefined)
  -2.1	13.8	-4.5	1.4	-2.5	0.1	11.3	-4.0	-4.9
N=C1c2ccccc2CN1c1ccc(F)c([N+](=O)[O-])c1
  -0.6	-27.8	-0.2	-1.2	1.0	0.2	3.8	-2.4	-0.9
CCNC(=S)N(C)CCc1cc2c(c(OC)c1C=C1C(=O)N(C)C(=O)N(C)C1=O)OCO2
  -0.2	-0.1	8.6	-2.3	3.0	-0.1	-11.7	-4.0	-0.8
O=C(c1cc(F)ccc1F)C1CCCN(Cc2cccc(Cl)c2)C1 (centres undefined)
  0.3	-19.6	1.2	1.9	1.7	-0.1	4.2	-1.7	4.2
Cc1nc2ccccn2c1P(=S)(N1CCCCC1)N1CCCCC1
  -1.9	1.2	-3.7	3.9	12.3	0.2	1.1	-1.7	2.7
c1ccc([C@@H]2CO2)cc1
  0.4	-1.4	8.7	-0.8	4.5	-0.1	3.9	-4.7	14.4
C=C[C@@]12CN(C)[C@H]3[C@H]1[C@@]1(C(=O)Nc4ccccc41)C1CC2[C@@H]3CO1
  -4.1	.	11.3	0.2	6.1	-0.1	6.9	-1.0	-1.7

Only part of the results is shown; rates above refer to the full screens.
